Source: PubChem
FAS TE block = blocks the thioesterase domain of human fatty acid synthase; P49327; recombinant FAS-TE, OMFH fluorogenic substrate, fluorescence endpoint; inhibition, % at 15 µM; 360,000 compounds, 0.67% hits; AID 602261;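 active = compounds whose normalised, plate-corrected inhibition of enzyme fluorescence in the single-dose primary screen is 50% or more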;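 note: 0% = DMSO with enzyme and 100% = substrate without enzyme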
MsrA act = bovine methionine sulfoxide reductase A activation; purified bovine MsrA, absorbance read-out; activation, % at 10.6 µM; 360,000 compounds, 0.3% hits; in the data active = activation above about 7.5%;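 note: 0% = vehicle and 100% = reference activator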
NRP1-CendR mod = NRP-1/CendR interaction modulation. O14786. FAM-RPARPAR peptide binding to NRP-1, fluorescence polarization. inhibition, % at 25 µM. 360,000 compounds, 0.85% hits. AID 602438;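 active = inhibition or corrected inhibition above about 18%, plus a signal ratio from 0.5 to 1.5, limit read from the data, passing the limit was not always enough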; note: strong numbers were not always called active
MT1-MMP act inh = inhibitors of human MT1-MMP activation; P50281; 360,000 compounds, 0.061% hits; HT1080 RFP-PRO-GFP cells, GFP/RFP ratio fluorescence, overnight; percent of plate control window, DMSO zero; GFP/RFP ratio change, % at 20 µM; AID 651647;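 active = GFP/RFP ratio change of at least 30% with cell ATP level not reduced by more than half and red fluorescence within 50% of control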; note: strong numbers were not always called active
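Compound: 20 µM single dose, 1% DMSO / System: HT1080 RFP-PRO-GFP cells / Controls: DMSO and RFP-L50D-GFP cell wells / Read-out basis: GFP/RFP fluorescence ratio / Schedule: overnight compound exposure at 37 °C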
TbMetRS inhib = Trypanosoma brucei MetRS inhibition. purified T. brucei MetRS, ATP depletion, Kinase-Glo luminescence. inhibition, % at 11.9 µM. 360,000 compounds, 0.4% hits;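 active = inhibition above a per-plate cutoff of the control wells' mean inhibition plus 3 SD, cut at about 5.5% in these data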;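 note: 0% = DMSO wells median and 100% = median of wells with control inhibitor compound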
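Measured by: Kinase-Glo luciferase luminescence reporting remaining unconsumed ATP. Material: purified T. brucei MetRS enzyme. Doses: 11.9 µM compound single dose, 0.9% DMSO. Medium: HEPES buffer containing pyrophosphatase, BSA, spermine, DTT. Times: 15 min preincubation, 2 h reaction, all 25 °C. Reagent: methionine, ATP and bulk E. coli tRNA.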
MsrA inhibitor = inhibitors of bovine MsrA; purified bovine MsrA, absorbance read-out; AID 651718; inhibition, % at 15.5 µM; 360,000 compounds, 0.75% hits; in the data active = inhibition above about 4.5%;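 note: 0% = vehicle wells with enzyme and 100% = reference inhibitor wells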
eLon inh = inhibitors of E. coli Lon protease | purified E. coli Lon protease, fluorescence polarization | AID 602123 | 360,000 compounds, 0.42% hits | inhibition, % at 7.94 µM; in the data active = inhibition above about 13%, passing the limit was not always enough;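 note: 0% = enzyme with probe and DMSO and 100% = no enzyme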
Target sequence (P0A9M0 whole entry, looked up): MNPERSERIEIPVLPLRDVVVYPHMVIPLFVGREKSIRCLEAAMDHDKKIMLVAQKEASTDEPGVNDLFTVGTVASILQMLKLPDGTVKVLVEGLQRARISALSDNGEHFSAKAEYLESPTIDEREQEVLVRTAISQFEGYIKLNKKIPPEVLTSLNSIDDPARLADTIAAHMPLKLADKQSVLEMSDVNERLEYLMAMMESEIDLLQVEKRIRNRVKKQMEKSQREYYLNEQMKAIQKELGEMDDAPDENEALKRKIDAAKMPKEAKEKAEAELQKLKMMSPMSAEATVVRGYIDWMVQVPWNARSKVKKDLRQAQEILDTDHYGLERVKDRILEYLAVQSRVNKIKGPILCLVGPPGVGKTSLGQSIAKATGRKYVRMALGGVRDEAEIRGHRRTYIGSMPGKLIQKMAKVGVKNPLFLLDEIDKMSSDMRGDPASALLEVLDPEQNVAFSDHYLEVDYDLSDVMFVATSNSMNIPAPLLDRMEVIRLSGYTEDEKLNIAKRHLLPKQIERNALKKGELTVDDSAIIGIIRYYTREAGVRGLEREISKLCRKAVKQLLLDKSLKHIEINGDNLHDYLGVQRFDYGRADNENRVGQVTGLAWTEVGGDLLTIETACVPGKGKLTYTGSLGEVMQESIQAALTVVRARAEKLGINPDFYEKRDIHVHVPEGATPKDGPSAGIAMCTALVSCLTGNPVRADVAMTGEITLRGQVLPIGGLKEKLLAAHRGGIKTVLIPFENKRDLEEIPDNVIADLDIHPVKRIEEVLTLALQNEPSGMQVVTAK
MLLE-PAM2 inh = blocks PAM2 peptide binding to the PABP1 MLLE domain. P11940. inhibition, % at 20 µM. 360,000 compounds, 0.36% hits. GST-MLLE / FITC-PAM2 fluorescence polarization. AID 588489; in the data active = inhibition above about 35%, passing the limit was not always enough;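 note: plate controls were DMSO wells with GST-MLLE for no effect and wells lacking GST-MLLE protein for full effect; some results filed as inactive read as strong as hits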
SKN-1 inh = C. elegans SKN-1 inhibition. C. elegans VP596 Pgst-4::GFP/RFP ratio, acrylamide-induced, 24 h. inhibition, % at 21.8 µM. 360,000 compounds, 0.49% hits. AID 624304;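 active = interference check ratio from 0.5 to 1.5 plus GFP to RFP signal ratio inhibition reaching or exceeding a fixed threshold, cut at about 30% in these data, passing the limit was not always enough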; note: some compounds called inactive have numbers as strong as hits
* = called active by the depositor; . = not tested or not shown.

SMILES	FAS TE block	MsrA act	NRP1-CendR mod	MT1-MMP act inh	TbMetRS inhib	MsrA inhibitor	eLon inh	MLLE-PAM2 inh	SKN-1 inh
COC(=O)c1cccc(NC(=O)Cc2ccsc2)c1	-3	0	8	-1	-0.6	-0.3	2	0	8
COc1ccc(/C=N\NC(=O)c2ccccc2Br)cc1COc1ccccc1	13	-4	15	-5	0.5	-0.1	3	-7	21
O=C(COC(=O)c1ccc2ncsc2c1)Nc1ccc(OC(F)(F)F)cc1	12	-2	-17	0	-0.5	-0.2	0	-15	-13
COCc1cc(C)nc(N2CCc3ccccc32)c1C#N	7	-5	-3	3	-0.5	1.9	-1	12	-8
COc1ccccc1C(CNC(=O)c1cc(C)nc2ccccc12)N(C)C (stereo not given)	-2	-4	2	-5	-0.6	-1.1	8	15	-10
Fc1ccc(-c2n[nH]c(=S)n2/N=C/c2c[nH]c3ccccc23)cc1	-3	1	-2	1	0.2	5.3*	2	-33	1
Cn1c(CN2CCN(c3cccc(Cl)c3)CC2)nc2ccccc21	9	-12	0	-1	-1.1	-1.1	5	-1	-10
Clc1ccc(CSc2nnnn2-c2ccc3c(c2)OCO3)c(Cl)c1	14	-4	-4	-2	-0.7	1.1	-4	-13	-4
Cc1ccc(NC(=O)N2C3CCCC2CC(NC(=O)C2CC2)C3)cc1 (stereo not given)	-3	-6	10	1	-0.8	-0.9	0	9	-27
O=C(COC(=O)/C=C/c1ccccc1Cl)NCc1ccccc1	-8	-3	-6	4	-0.2	0.2	4	2	22
Cc1ccc(NC(=S)N2CCc3[nH]c4ccccc4c3C2)cc1	19	-1	4	3	0.8	0.7	-7	-105	21
O=C(NCC(=O)N1CCN(S(=O)(=O)c2ccccc2)CC1)c1ccc(Br)o1	-7	4	-18	2	0.3	-2.0	-13	18	-2
CC1=C(C(=O)NC(C)c2ccccc2)C2(CCC(C)CC2)OC1=O (stereo not given)	-2	-2	-5	4	0.4	0.2	-4	-3	0
Cc1cc(C)c2c(N=CN(C)C)c(C(=O)N3CCN(c4ncccn4)CC3)sc2n1	-6	-9	-2	5	-0.7	-0.2	-4	-1	3
O=C(O)/C=C/C(=O)NC1CCS(=O)(=O)C1 (stereo not given)	-9	-1	-4	-6	0.4	-0.4	-6	-1	11
COc1cc(NC(=O)c2ccccc2Cl)ccc1NC(=O)c1ccco1	1	-1	-7	2	-1.0	1.3	0	10	33
CCn1c(SCC(=O)Nc2cccc(OC)c2)nc2c(c1=O)SCC2	2	-3	6	1	-0.1	1.4	-5	-2	32
CCOc1ccccc1NC(=O)CSc1nc2ccccc2nc1N1CCOCC1	19	-3	-16	-3	-0.2	0.1	0	6	-4
COc1ccc2cc(C(=O)C3CCCN(C(=O)c4ccnn4C)C3)ccc2c1 (stereo not given)	-5	-3	-2	-33	-0.6	3.0	-7	-7	-1
CC(=O)Nc1ccc(S(=O)(=O)N2CCN(CCc3ccccc3)CC2)cc1	35	1	-8	-4	-0.2	0.7	-3	2	14
Cn1c(=O)c2c(-c3ccccc3)n(-n3cnnc3)cc2n(C)c1=O	-6	2	3	6	0.2	1.0	-4	5	1
O=C1C2C3C=CC(CC3)C2C(=O)N1c1cccc(C(F)(F)F)c1 (stereo not given)	-7	-8	0	4	-1.3	2.5	2	-1	3
CCOc1cc(/C=C/c2nc3ccccc3c(=O)[nH]2)ccc1O	-2	1	-2	-3	0.1	1.2	-38	-15	3
COCCCNC(=O)c1c[nH]c2ccc(S(=O)(=O)N3CCC(C)CC3)cc2c1=O	-4	-3	1	-5	-0.3	-0.9	4	6	-6
NNC(=O)c1cc2c(s1)CCCCCC2	-16	-3	-6	1	-0.5	0.8	8	6	0
CC(C)CNC(=S)NNC(=O)c1ccco1	-2	-2	16	3	0.2	0.3	-3	-38	12
CCOC(=O)c1csc(CCNC(=O)c2ccccc2)n1	-7	-3	3	1	0.1	1.4	-5	-8	-3
CC1(C)CC(=O)C2=C(C1)Oc1nc3ccccc3cc1C2C(C#N)C#N (stereo not given)	0	-4	-15	-12	0.3	-0.4	-4	0	9
O=C(N1CCOCC1)N1CCCC(c2nc(-c3cccs3)no2)C1 (stereo not given)	-4	-2	5	4	-0.8	-0.6	-5	0	-3
CCc1nnc(SCC(=O)Nc2nnc(C)s2)n1CC1CCCO1 (stereo not given)	-5	-1	0	1	-0.4	-0.3	-11	-4	-3
CCC(C)N1C(=O)CCC1C(=O)N1CCN(c2ccc(F)cc2)CC1 (stereo not given)	-3	-4	1	-3	-0.3	0.7	8	1	11
Cc1cccc(NC(=S)N2CCN(S(=O)(=O)c3ccccc3)CC2)c1	4	-3	2	-1	-0.1	-0.1	3	-93	-5
COc1cc2c(CCNC(C)=O)c[nH]c2cc1Cl	-5	-3	6	3	-1.1	-0.3	-7	5	-3
COc1cccc(C(=O)COc2ccc(NC(=O)c3ccccc3)cc2)c1	13	-8	4	5	-0.4	1.7	-12	-1	-5
COc1cc(C=C2NC(=O)NC2=O)ccc1O	-6	-2	13	-1	0.3	3.8	-8	-15	-10
O=C(C[n+]1ccccc1)c1ccc(-c2ccccc2)cc1	-1	-12	0	.	-1.7	-0.2	5	12	-10
CC(=O)N1CCN(C(=O)c2cc(-c3cccc4ccccc34)nc3ccccc23)CC1	0	-2	-12	-6	-0.2	1.1	-11	2	-18
Cc1nc(-c2ccc(NC(=O)/C=C\C(=O)O)cc2)cs1	-11	-6	3	2	-0.3	0.6	-4	-4	8
COc1ccccc1OCC(=O)NCCSCc1ccccc1Cl	-1	3	1	1	0.5	-0.4	14	18	8
COc1ccc(-c2c(-c3ccc(OC)c(C)c3O)n[nH]c2C)cc1	14	-3	5	2	-0.2	1.2	-3	7	9
O=C(/C=C/c1ccccc1)N1CCC(N2CCC(C(=O)N3CCOCC3)CC2)CC1	-5	-4	-1	7	0.2	-2.4	4	10	11
c1cc(-c2cc3cc(N4CCOCC4)ccc3o2)cs1	-9	-1	-9	-1	-0.3	0.2	-13	-1	27
CCOc1cc(/C=N/NC(=O)OC)ccc1OCCSc1ccc(Cl)cc1	-4	-3	5	0	0.4	0.9	-10	7	1
CCC(=O)Nc1ccc(-c2nnc(SCC(=O)NCC3CCCO3)n2C)cc1 (stereo not given)	-13	-6	-19	-3	0.1	0.8	-3	-65	7
CC1CN(CCCCSc2ccc(Cl)cc2)CC(C)O1 (stereo not given)	-2	-1	2	2	0.1	1.1	-10	1	6
CN(Cc1ccccc1)Cc1nc2c([nH]1)c(=O)[nH]c(=O)n2C	-8	-8	-6	5	-1.1	0.5	1	-3	-6
Cc1ccc(C)c(OCC(=O)Nc2ccccc2N2CCCC2)c1	13	-6	2	4	-0.4	0.4	-5	-12	-7
Cc1nc2cc(S(=O)(=O)N3CCC(C(=O)O)CC3)ccc2n1C1CCCC1	-5	3	14	4	-0.1	-1.0	1	1	17
O=C(NCCNc1cc(Cl)ccc1[N+](=O)[O-])c1ccco1	-5	-3	-2	2	-0.6	0.7	-4	6	6
Cc1ccc(NC(=O)C2CCCC2)cc1S(=O)(=O)N1CCOCC1	-5	-8	10	13	-0.6	0.8	-8	-1	-4
Next part
SMILES	FAS TE block	MsrA act	NRP1-CendR mod	MT1-MMP act inh	TbMetRS inhib	MsrA inhibitor	eLon inh	MLLE-PAM2 inh	SKN-1 inh
CCC(C)NC(=O)Nc1ccc(F)c(Cl)c1 (stereo not given)	-2	-8	-7	-1	-0.7	-0.7	-4	-9	12
Cc1ccc(S(=O)(=O)N2CCN(C(=O)c3ccccn3)CC2)c(C)c1	-3	1	-1	1	-0.6	-0.8	-9	10	6
CC1(C)CC(=O)C2=C(C1)N(CCN1CCOCC1)C1=C(C(=O)CC(C)(C)C1)C2c1ccc(Cl)cc1	-3	-3	2	-5	0.2	0.6	-8	13	-2
O=C1OC(c2ccccc2)(N(Nc2ccccc2)c2ccccc2)c2ccccc21 (stereo not given)	17	-2	0	-1	-0.1	-0.4	-10	14	5
CCOC(=O)CN1C(=O)C2Cc3ccccc3CN2C1=S (stereo not given)	1	2	-5	3	-0.5	-0.3	11	8	33
O=C(NC(=S)NCCCN1CCOCC1)c1ccc(Br)cc1	-6	-4	-24	1	-0.6	0.6	-2	21	-1
CCCn1nnnc1SCC(=O)N1CCCCC1	-6	-1	17	3	-0.2	-0.4	1	4	6
CNC(=S)N/N=C(\C)c1ccc(Cl)s1	4	-10	3	2	0.0	4.5	12	24	5
CCN1CCN(Cc2c(O)ccc3c2O/C(=C\c2ccccc2)C3=O)CC1	-7	-4	-25	-16	-0.6	3.2	-47	16	-2
Cc1c(CN2CCCC(C(=O)Nc3cccc(-n4cccn4)c3)C2)cnn1C (stereo not given)	-2	0	-3	-2	0.1	0.5	13	0	36*
COc1ccc(C(=O)/C=C/c2ccc(O)cc2)c(O)c1CC=C(C)C	18	-4	-16	1	1.0	0.4	-17	-1	4
c1cc2nnnn2nc1N1CCCCC1	-5	-3	4	0	-0.1	0.5	-9	-4	4
N/C(=N\OC(=O)COc1ccc([N+](=O)[O-])cc1)c1cccnc1	-8	-2	2	1	-0.4	2.2	-9	13	0

Rewritten as comma-separated lines: part of the list above.
molecule,FAS TE block,MsrA act,NRP1-CendR mod,MT1-MMP act inh,TbMetRS inhib,MsrA inhibitor,eLon inh,MLLE-PAM2 inh,SKN-1 inh
CNC(=S)N/N=C(\C)c1ccc(Cl)s1,4,-10,3,2,0.0,4.5,12,24,5
CC1(C)CC(=O)C2=C(C1)N(CCN1CCOCC1)C1=C(C(=O)CC(C)(C)C1)C2c1ccc(Cl)cc1,-3,-3,2,-5,0.2,0.6,-8,13,-2

Sorted by length of the SMILES (falling): four of the compounds above
SMILES	FAS TE block	MsrA act	NRP1-CendR mod	MT1-MMP act inh	TbMetRS inhib	MsrA inhibitor	eLon inh	MLLE-PAM2 inh	SKN-1 inh
Cc1c(CN2CCCC(C(=O)Nc3cccc(-n4cccn4)c3)C2)cnn1C (stereo not given)	-2	0	-3	-2	0.1	0.5	13	0	36*
O=C(NC(=S)NCCCN1CCOCC1)c1ccc(Br)cc1	-6	-4	-24	1	-0.6	0.6	-2	21	-1
CCOC(=O)CN1C(=O)C2Cc3ccccc3CN2C1=S (stereo not given)	1	2	-5	3	-0.5	-0.3	11	8	33
c1cc2nnnn2nc1N1CCCCC1	-5	-3	4	0	-0.1	0.5	-9	-4	4
